GLS inh: qHTS for Inhibitors of Glutaminase (GLS). GLS enzymatic activity, qHTS titration. Potency, µM (top dose mostly 45.5 µM), for inactives: top-dose activity change, negative = inhibition, actives largely listed as inhibitors. 0.21% of 410,000 active. AID 624170, 2012. Glutaminase kidney isoform, mitochondrial (Homo sapiens), O94925; note: potency is the fitted concentration of half-maximal effect; % is set by controls: 0 for no effect and ±100 for the full control effect
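hKGA in 45 mM KH2PO4 pH 8.2, 0.02% Tween-20 with pin-transferred compounds; 1 mM L-glutamine (stock) plus glutamate oxidase/HRP/Amplex Red coupling added. Fluorescence read initially and after 30 min at RT.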
Tb PGK inh: qHTS Assay to Find Inhibitors of Phosphoglycerate Kinase | Phosphoglycerate kinase, glycosomal (Trypanosoma brucei brucei), P07378 | PGK/GAPDH coupled, Kinase-Glo luminescence, 60 min | Potency, µM (top dose mostly 57.5 µM), inactives show at the highest dose activity change, negative = inhibition, most hits filed as inhibitors | 0.043% of 380,000 active | AID 602233, 2012; note: potency is the fitted concentration of half-maximal effect; % is set by controls: 0 for no effect and ±100 for the full control effect; nearly all actives have a fitted effect of over 60% in size
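Recombinant glycosomal PGK reaction used 1,3-bisphosphoglycerate generated in-well by GAPDH (100nM final) in 100mM TEA pH 7.6, 5mM MgCl2, 0.01% Tween-20. After 60 minutes at room temperature, ATP was read by Kinase-Glo Plus luminescence end-point.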
TrxR1 substrate: qHTS Assay for Substrates of Mammalian Selenoprotein Thioredoxin Reductase 1 (TrxR1): qHTS; Thioredoxin reductase 1, cytoplasmic (Rattus norvegicus), O89049; purified TrxR1 substrate turnover, NADPH consumption readout; Potency, µM (series often up to 114 µM), for the others: at the highest dose activity change, negative = substrate turnover; 0.01% of 390,000 active; AID 588456, 2011; note: potency is the fitted concentration of half-maximal effect; % is set by controls: 0 for no effect and ±100 for the full control effect; nearly all actives have a fitted effect of over 50% in size
Target sequence (O89049 whole entry, looked up): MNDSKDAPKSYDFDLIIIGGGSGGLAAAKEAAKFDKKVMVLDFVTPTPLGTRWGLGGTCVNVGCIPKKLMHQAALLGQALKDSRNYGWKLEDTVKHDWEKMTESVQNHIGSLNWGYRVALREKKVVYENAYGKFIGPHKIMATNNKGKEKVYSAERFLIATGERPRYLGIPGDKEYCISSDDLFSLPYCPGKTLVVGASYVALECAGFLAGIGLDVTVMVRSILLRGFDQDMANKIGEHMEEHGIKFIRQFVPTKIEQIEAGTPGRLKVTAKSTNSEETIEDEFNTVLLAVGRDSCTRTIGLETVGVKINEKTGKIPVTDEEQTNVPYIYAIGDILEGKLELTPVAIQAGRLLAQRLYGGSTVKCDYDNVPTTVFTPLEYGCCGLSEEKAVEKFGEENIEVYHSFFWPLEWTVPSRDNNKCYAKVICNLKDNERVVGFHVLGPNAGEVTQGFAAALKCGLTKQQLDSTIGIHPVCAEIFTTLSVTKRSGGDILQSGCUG
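Rat TrxR1, dispensed at 90 nM, was prereduced with 400 uM NADPH (final) for 5 min at ~22 deg C, then incubated with compound 15 min before 400 uM selenite. A first-read NADPH fluorescence drop versus no-compound background flagged substrates.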
USP1-UAF1 inh: Inhibitors of USP1/UAF1: Primary Screen; Ubiquitin carboxyl-terminal hydrolase 1 (Homo sapiens), O94782; recombinant USP1/UAF1, Ub-Rhodamine cleavage fluorescence; Potency, µM (titrated, usually from 57.1 µM), inactives show at the top dose activity change, negative = inhibition, hits mostly inhibitors; 0.23% of 390,000 active; AID 743255, 2014; note: potency is the fitted concentration of half-maximal effect; % is set by controls: 0 for no effect and ±100 for the full control effect; nearly all actives have a fitted effect of over 60% in size; inactives centre near -12
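USP1/UAF1 complex at 1 nM was preincubated with compound for 15 min at room temperature, then Ub-Rho substrate (150nM final) was added. Fluorescence (480/540 nm) was read kinetically, 6 reads every 60 seconds.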
Pin1 inh: qHTS Assay to Find Inhibitors of Pin1 | Peptidyl-prolyl cis-trans isomerase NIMA-interacting 1 (Homo sapiens), Q13526 | Pin1 FP peptide displacement, HiFluor488, 10 min | Potency, µM (titrated, usually from 115 µM), without a hit: at the highest dose activity, negative = inhibition, most hits filed as inhibitors | 0.009% of 390,000 active | AID 504891, 2011; active = well fitted inhibition curve with a large enough effect in the polarisation, with a control signal flat, not every such curve was filed as active; inconclusive = small, poorly fitted or top-dose-only effect, or effect the other way, or a change in a side signal; inactive = no such curve, though single readings can be large or run the other way; the % refers to the polarisation; note: potency is the fitted concentration of half-maximal effect; % is set by controls: 0 for no effect and ±100 for the full control effect
Target sequence (Q13526 whole entry, looked up): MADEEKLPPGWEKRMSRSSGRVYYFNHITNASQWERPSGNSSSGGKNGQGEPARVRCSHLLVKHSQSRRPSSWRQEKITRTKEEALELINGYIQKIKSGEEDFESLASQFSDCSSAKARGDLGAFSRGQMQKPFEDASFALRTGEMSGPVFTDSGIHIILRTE
IDH1 R132H inh: qHTS for Inhibitors of mutant isocitrate dehydrogenase 1 (IDH1): qHTS | Isocitrate dehydrogenase [NADP] cytoplasmic (Homo sapiens), O75874 | IDH1-R132H enzyme, NADPH consumption, diaphorase/resazurin fluorescence | Potency, µM (series often up to 76.6 µM), for inactives: at the highest dose activity change, negative = inhibition, hits mostly inhibitors | 0.093% of 390,000 active | AID 602179, 2012; note: potency is the fitted concentration of half-maximal effect; % is set by controls: 0 for no effect and ±100 for the full control effect; nearly all actives have a fitted effect of over 65% in size
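IDH1-R132H (0.5 ug/mL dispensed) in pH 7.5 Tris buffer was preincubated 30 min with compound, then given a substrate mix of 0.016 mM NADPH and 2 mM alpha-KG for 80 min at room temperature; remaining NADPH was read by diaphorase/resazurin fluorescence.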
rTrxR1 inhibitor: qHTS Assay for Inhibitors of Mammalian Selenoprotein Thioredoxin Reductase 1 (TrxR1): qHTS; 1% of 390,000 active; recombinant rTrxR1, NADPH fluorescence consumption, selenite substrate; AID 588453, 2011; Potency, µM (series often up to 114 µM), for the others: top-dose activity change, negative = inhibition, most hits filed as inhibitors; note: potency is the fitted concentration of half-maximal effect; % is set by controls: 0 for no effect and ±100 for the full control effect; nearly all actives have a fitted effect of over 65% in size
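Rat TrxR1 (90 nM in the dispensed reagent) was pre-reduced with 400 uM NADPH for 5 min at room temperature, then incubated with compound for 15 min. After 400 uM selenite was added, NADPH fluorescence (Ex 340/Em 450 nm) was followed for 8 min.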
HP1b binding inh: HTS for Inhibitors of HP1-beta Chromodomain Interactions with Methylated Histone Tails; Chromobox protein homolog 1 (Homo sapiens), P83916; AlphaScreen HP1-beta / biotin-H3K9me3 peptide binding; Potency, µM (titrated, usually from 114 µM), for the others: at the top dose activity change, negative = inhibition, usual class: inhibitors; 0.56% of 390,000 active; AID 540317, 2011; note: potency is the fitted concentration of half-maximal effect; nearly all actives have a fitted effect of over 70% in size; inactives centre near 23
Target sequence (P83916 whole entry, looked up): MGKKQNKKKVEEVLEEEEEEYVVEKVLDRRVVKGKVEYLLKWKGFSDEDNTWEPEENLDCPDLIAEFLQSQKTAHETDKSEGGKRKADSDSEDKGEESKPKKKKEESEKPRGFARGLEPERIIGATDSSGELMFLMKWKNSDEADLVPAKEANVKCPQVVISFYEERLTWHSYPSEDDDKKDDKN
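HP1-beta protein (50 nM final) preincubated 30 min at room temperature with biotinylated H3(1-18)K9me3 peptide (50 nM) in PBS pH 7.4, 0.01% Tween-20, then compound added for 30 min. AlphaScreen streptavidin donor/nickel chelate acceptor beads (10 ug/mL final), 30 min dark, luminescence read.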
PI4K2A inh: qHTS for small molecular inhibitors of PI4K2A; purified PI4K2A, ADP-Glo luminescence, 1 h; hits give low values; AID 1346378, 2018; 0.13% of 420,000 active; activity change, negative = inhibition, % at 76.9 µM; Phosphatidylinositol 4-kinase type 2-alpha (Homo sapiens), Q9BTU6; in the data active = activity change below about -50%; inconclusive = mostly about -30% to -49%;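 note: -100% = wells without enzyme as full effect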
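PI4K2A activity was measured by ADP-Glo luminescence: enzyme (4 ug/mL stock) and phosphatidylinositol (1.2 mM stock) in Tris pH 7.5/MgCl2/EGTA/Triton X-100 buffer were reacted with ATP (300 microM stock) for one hour at ambient temperature.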
* marks the source's active call; other numbers are inactive results; i = inactive; ? = inconclusive; / = not tested or not shown; [ ] = remark or other dose. Unless noted, calls come from the whole dose curve; as a rule, active = well fitted curve in the direction sought with a large enough effect; inconclusive = small, poorly fitted or top-dose-only effect, or another doubt; inactive = no such curve, though single readings can be large; an effect the other way counts as inactive or inconclusive. Some of the compounds tested; count on the stated rates, not on these rows.

SMILES	GLS inh	Tb PGK inh	TrxR1 substrate	USP1-UAF1 inh	Pin1 inh	IDH1 R132H inh	rTrxR1 inhibitor	HP1b binding inh	PI4K2A inh
CN(C)S(=O)(=O)c1cccc(-c2nnc3n2CCCCC3)c1	1%	-9%	1%	-7%	0%	-4%	20%	20%	5
CCC(CO)Oc1cc(NCc2ccc(Cl)cc2Cl)c2ncn(C(C)C)c2c1 (configuration not stated)	31%[activator]	2%	0%[57.1 µM]	15%	-5%	-17%	25%	-18%	0
O=[N+]([O-])c1c(NCCO)cc(N2CCN(Cc3ccc4c(c3)OCO4)CC2)c2nonc12	3%	i	6%	-21%	1%	3%	11%[57.1 µM]	23%	-5
O=C(NCCn1cc(SCc2ccccc2)c2ccccc21)c1ccccc1F	1%	-2%	-3%[57.1 µM]	-15%	2%	3%	9%[57.1 µM]	48%[activator]	-1
COc1ccc(NC(=O)NNC(=O)c2ccc3ccccc3c2)cc1OC	-5%	-2%	-4%	-2%	-2%	3%	6%	17%	-3
COc1ccc2nc(NC(=O)CN(C)S(=O)(=O)c3cccs3)sc2c1	-3%	i	-3%[57.1 µM]	2%	10%	0%	4%[57.1 µM]	16%	4
Nc1cc(-c2ccccc2)nn1S(=O)(=O)c1ccc(F)cc1	5%	1%	-1%	-30%	?	-3%	14%	35%[activator]	0
CCOc1cc(C2CC(=O)Nc3cc(C)c(C)cc32)ccc1O (configuration not stated)	24%	4%	2%[57.1 µM]	4%	10%	0%	-8%[57.1 µM]	3%	5
O=C(CN1CCN(C(=O)c2ccccc2)CC1)Nc1ncc(Br)cc1Br	4%	4%	4%	-2%	?	0%	2%[57.1 µM]	33%	6
O=C(c1ccc(CS(=O)Cc2ccc(Cl)cc2)o1)N1CCN(C2CCCCC2)CC1 (configuration not stated)	12%	i	/	-1%	/	4%	/	/	-2
COC(=O)c1ccc(C)c(NC(=O)Cn2c(C)csc2=O)c1	6%	-7%	0%	-20%	2%	-15%	8%	39%[activator]	-1
CC(=O)N(CCCNC(=O)c1ccccc1)C(=O)c1ccccc1	1%	3%	-8%	8%	11%	-3%	0%	19%	0
Cn1cccc1Cc1nnc(SCC(=O)Nc2ccccc2F)n1CCc1ccccc1	4%	9%	8%[57.1 µM]	-13%	-2%	-7%	5%[57.1 µM]	-11%	-4
COc1ccc(CCNC(=O)c2cc3cc(F)ccc3nc2C)cc1OC	0%	-1%	3%	-12%	-10%	8%	24%	-2%	2
Cc1cccc(C)c1NC(=O)CN(C)C(C)C(=O)Nc1ccccc1-c1ccccc1 (configuration not stated)	5%	4%	10%[57.1 µM]	-2%	4%	-8%	12%	38%	-7
O=C(CNCC1CCCCC1)Nc1cccc(S(=O)(=O)N2CCOCC2)c1	-4%	i	-2%[57.1 µM]	-15%	-4%	15%	-1%[57.1 µM]	?	-9
COc1cccc(CNC(=O)CCC2CCCN(C(=O)c3cc(C)[nH]n3)C2)c1 (configuration not stated)	-14%	i	-2%	-9%	-3%	2%	8%	36%	-8
CCN1CCN(C(CNC(=O)c2ccc3c(c2)OCO3)c2cccnc2)CC1 (configuration not stated)	0%	3%	1%[57.1 µM]	-2%	-6%	-7%	13%[57.1 µM]	49%[activator]	2
O=C(Nc1ccc(Oc2cccc(C(F)(F)F)c2)nc1)c1cccs1	10%	-5%	-10%	-24%	-2%	22%	-6%	17%	-3
COc1ccc(S(=O)(=O)N2CCC(C(=O)Nc3ccc(Oc4ccccc4)cc3)CC2)cc1OC	-1%	8%	92%[activator]	-18%	-2%	0%	62%[activator]	28%	1
CCc1ccc(NC(=O)COn2nnc3ccc(S(=O)(=O)N(C)C)cc32)cc1	-21%	i	-7%	-16%	-1%	-3%	-1%	9%	-1
Cc1ccc(Sc2ccc(C(=O)N(C)C)cc2[N+](=O)[O-])cc1	11%	6%	-6%	-6%	-3%	-1%	-5%	4%	0
O=C1c2oc3ccccc3c(=O)c2C(c2cccc(Br)c2)N1Cc1ccco1 (configuration not stated)	1%	-6%	4%	-11%	-5%	-3%	4%	5%	-4
COc1cc(NS(=O)(=O)c2ccc3c(c2)CCCN3C(C)=O)cc(OC)c1OC	14%	5%	9%[0.457 µM]	-10%	3%	-6%	8%	22%	2
Fc1ccc(F)c(NC(=S)NCCc2ccccc2)c1	-6%	-5%	9%[57.1 µM]	-5%	0%	10%	24%[57.1 µM]	35%[activator]	2
Cc1ccc(S(=O)(=O)N(C)CCCC(=O)Nc2ccc(F)cc2)cc1	3%	-4%	0%	3%	7%	-7%	15%	38%[activator]	-4
CC(C)Oc1ccc(CNC(=O)C2COc3ccccc3C2)cc1 (configuration not stated)	6%	-5%	2%[57.1 µM]	4%	6%	45%[activator]	11%[57.1 µM]	22%[57 µM]	1
O=S(=O)(NCc1nnc2ccccn12)c1ccc(Cl)cc1	0%	-8%	-4%	-5%	-6%	2%	-10%	49%[activator]	-4
NC(=O)Cn1c(=O)n(CCc2ccccc2)c(=O)c2c3c(sc21)CCCC3	0%	-5%	9%	-4%	11%	3%	25%	5%	7
CCN1CCN(c2ccc(S(=O)(=O)N3CCOCC3)cc2NC(=O)c2cc(F)c(F)c(F)c2F)CC1	0%	-7%	/	?	/	5%	/	/	-8
O=c1oc(-c2cccs2)nc2ccc(Cl)cc12	-5%	1%	31%[activator]	-12%	3%	3%	10%	27%	-2
CC(=O)NC(C)C12CC3CC(CC(CC(=O)O)(C3)C1)C2 (configuration not stated)	-11%	/	-2%	-13%	-7%	0%	19%	27%	-1
O=C(NNS(=O)(=O)c1ccccc1C(F)(F)F)c1cc2ncc(C(F)(F)F)cc2s1	13%	-1%	-3%	-12%	-7%	-5%	13%	16%	-7
COc1ccc(/C(O)=C2/C(=O)C(=O)N(CCCN3CCOCC3)C2c2ccc(N(C)C)cc2)cc1 (configuration not stated)	35%[activator]	-10%	-8%	-18%	8%	0%	0%	12%	-1
Cc1ncsc1CCOC(=O)C12CC3CC(CC(C3)C1)C2	1%	-1%	1%	-9%	-3%	4%	5%	79%[activator]	3
COC(=O)c1ccccc1NC(=O)c1nc2nc(C)cc(C(F)F)n2n1	8%	1%	-4%	-22%	2%	1%	-3%	13%	-7
Cc1nn(-c2cccc(Cl)c2)c2nc(-c3ccncc3)cc(C(=O)N3CCOCC3)c12	-19%	i	-1%[57.1 µM]	-14%	8%	-12%	8%[57.1 µM]	28%	-3
Nn1c(SCc2cn3ccsc3n2)nnc1-c1ccncc1	4%	-4%	0%	-9%	9%	17%	-2%	21%	1
CCN(CC)c1cc(C)c2cc(NC(=O)c3ccc(OC)c(OC)c3)ccc2n1	25%	-5%	-5%	-28%	-1%	8%	-1%	29%	0
CCOC(=O)/C(=N/Nc1ccc(Cl)cc1)Sc1nnnn1-c1ccc(C)cc1	14%	-7%	-2%	-6%	-1%	2%	-13%	44%[activator]	0
COC(=O)[C@H](Cc1ccccc1)NC(=O)NCc1cccs1	5%	-6%	6%	-13%	-1%	8%	16%	11%	0
CS(=O)(=O)c1ccc(C(=O)N2CCc3ccccc3C2)cc1	6%	2%	4%[57.1 µM]	-1%	-4%	-3%	17%[57.1 µM]	8%	-4
CCN(CC)CCOC(=O)c1ccc(Cl)cc1Cl	-1%	-5%	7%[11.4 µM]	-9%	6%	4%	19%[11.4 µM]	48%[activator]	-2
O=C(Cn1nc(-c2ccccc2)ccc1=O)Nc1ccc(NC(=O)c2ccccn2)cc1	-8%	i	2%[57.1 µM]	-16%	36%[activator]	13%	4%[57.1 µM]	27%	-7
COc1ccc(-c2ccc3c(N)c(C(=O)Nc4cc(F)ccc4C)sc3n2)cc1	-11%	-4%	54%[activator]	-2%	60%[activator]	7%	17%	43%[activator]	-4
Cc1cc(-c2cccnc2)c(C#N)c(SCC#N)n1	-13%	-8%	9%	-26%	4%	13%	7%	17%	0
Cc1ccn2c(Nc3ccc(C(C)C)cc3)c(-c3ccsc3)nc2c1	2%	-2%	4%	-7%	5%	6%	-8%	29%	3
CCOc1ccc2c(c1)c1nnc(SCC3CCCO3)nc1n2C (configuration not stated)	6%	i	0%	-23%	-1%	6%	16%	-11%	-4

High-throughput results: PubChem BioAssay, National Center for Advancing Translational Sciences (NCATS)
